mHTT-CaM PPI inh: inhibitors of human mutant huntingtin-calmodulin interaction. AlphaScreen His-mHTT/GST-CaM binding, luminescence. inhibition, % at 15 µM. 190,000 compounds, 3.6% hits. AID 1671202;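 further: 0% = both proteins with DMSO and 100% = one protein alone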
Pf apPOL block: Pf-apPOL DNA polymerase inhibition; Recombinant Pf-apPOL, molecular beacon fluorescence, 1.5 h; inhibition, % at 10 µM; 210,000 compounds, 0.25% hits; AID 1794808
* = called active by the depositor; / = not tested or not shown; & = joins results of further samples. No stated cut-off is given here; in the data, active means inhibition above about 50%; inactive means the rest.

SMILES	mHTT-CaM PPI inh	Pf apPOL block
COc1ccc(/C=C2\N=C(c3cc(OC)c(OC)c(OC)c3)OC2=O)c(OC)c1	6	-2
COc1ccc(C=C2Oc3cc(OC(=O)N4CCOCC4)ccc3C2=O)cc1OC	-3	-4
Cc1ccc(F)cc1-n1cc(C(=O)O)c2ccccc2c1=O	-7	4
Cc1[nH]c2ccccc2c1CCNC(=O)NS(=O)(=O)Oc1ccc(F)cc1	4	-1
CC(C)n1nc(CNC(=O)C2CCC2)c2ccccc21	-6	-3
COc1ccc(S(=O)(=O)N(CC(=O)NCc2ccncc2)c2ccc(C)cc2)cc1OC	10	4
COc1cccc(CNC(=O)c2ccc3c(c2)nc2n3CCC(C)C2)c1 (stereo unspecified)	-3	4
CCCc1c(C(=O)O)nnn1-c1cccc(OC)c1	-1	2
Cc1ccc(NC(=O)C2CCCN(C(=O)c3cccc(C)c3)C2)cc1 (stereo unspecified)	34	-9
Cc1ccc(OCCNCCc2ccccc2)c(C)c1	20	-2
COc1cccc(CNS(=O)(=O)c2ccc3[nH]c(=O)sc3c2)c1	5	4
Cc1ccccc1C(=O)N1CCC(c2ccccc2)C1 (stereo unspecified)	-2	-6
O=C(NCc1ccncc1)C1CN(S(=O)(=O)C2CC2)CC12CCCCC2 (stereo unspecified)	6	2
Cc1ccc(OCCn2cnc3ccccc3c2=O)c([N+](=O)[O-])c1	-1	-4
CC(C)NC(=O)c1csc(-c2cccc(OC(C)C)c2)n1	-14	-1
COc1ccc(NC(=O)CSc2nc(O)c(Cc3ccccc3)c(=O)[nH]2)cc1	-3	0
COC(=O)C[C@H]1c2cc(F)ccc2S(=O)(=O)N1Cc1ccccc1	-7	-5
Cc1nc(-c2ccncc2)nc2c1CCC(=O)N2CCN1CCCC1	28	56*
CC(C)N1C(=O)C2(c3ccccc31)N1CC3(C)CN2CC(C)(C1)C3=O (stereo unspecified)	1	0
CSc1ccccc1C(=O)NCCOc1cccc(C)c1	-6	-1
CC(C)(Oc1ccc(Cl)cc1)C(=O)Nc1ccccc1Cl	-62	-3
COc1ccc(CN2CCOCC2)c(OC)c1	4	2
CCN(CC)C(=O)Oc1ccc2c(c1)OC(=CC=Cc1ccccc1OC)C2=O	-1	-3
Cc1ccc(NC(=O)C(C)(C)C)c([N+](=O)[O-])c1	10	5
CC(=O)C1=C(C)NC2=C(C(=O)CC(C)(C)C2)C1c1cccc([N+](=O)[O-])c1 (stereo unspecified)	-1	3
More compounds.
SMILES	mHTT-CaM PPI inh	Pf apPOL block
CN(C)C=Nc1nnc(SCc2ccc(C(=O)Oc3ccc(F)cc3F)cc2)s1	/	-8&7
CCc1nc(-c2c(C)cc(C)nc2NC(=O)c2ccc(C)c(F)c2)no1	0	-5
CC(=Nc1ccc(N=Nc2ccccc2)cc1)N(C)C	13	/
COc1ccc(OC)c(NC(=O)c2cnc(N3CCN(c4ccccn4)CC3)c3ccccc23)c1	26	-5
CNC(=O)c1sc(-c2ccccc2F)nc1C	-2	-7
Oc1ccccc1C1CC(c2cccs2)=NC(c2ccc(F)cc2)N1 (stereo unspecified)	6	-6
COc1cccc(C2=COC3(CCCN(C(=O)c4ccc(Cl)cc4)C3)C2)c1 (stereo unspecified)	1	-6
COc1ccccc1C=C1Oc2cc(OCC(=O)O)ccc2C1=O	13	2
Cc1cc(C)cc(C(=O)N2CCC3(CC2)NC(=O)c2cccc(Cl)c2N3)c1	2	6
COC(=O)c1ccc(Oc2coc3c(CN4CCCCC4C)c(O)ccc3c2=O)cc1 (stereo unspecified)	-2	-5
Clc1ccc2nc(CSc3nc4ccccc4[nH]3)c(Cl)n2c1	12	-4
CCOC(=O)C(NCCOC)(NC(=O)c1ccccc1Cl)C(F)(F)F (stereo unspecified)	/	-1
CCOC(=O)Cc1ccc(NC(=O)N2CCCC2c2ccc(OC)cc2)cc1 (stereo unspecified)	2	-3
CCN1CCN(C(=O)c2nc3ccccn3c2-c2ccc(C)cc2)CC1	-8	1
COc1cccc(CN2Cc3cc(NC(=O)C(C)C)ccc3OC(C)C2=O)c1 (stereo unspecified)	8	-2
CC(C)(Oc1ccc(Cl)cc1)C(=O)N1CCN(c2ccccn2)CC1	-5&0	-5&3
O=C(O)C1C2C=CC3(CN(CCCN4CCOCC4)C(=O)C13)O2 (stereo unspecified)	-2	-12
Nc1ccc(N2C(=O)c3ccccc3C2=O)c(Cl)c1	/	12
CCOC(=O)CNC(=O)N1CCCC1c1cc(CC)no1 (stereo unspecified)	-4	1
COc1ccccc1OC(C)C(=O)Nc1ccc([N+](=O)[O-])cc1C (stereo unspecified)	-3	-5
COc1ccc(C2(C(=O)Nc3cc(-c4cccnc4)no3)CC2)cc1	4	-3
COc1ccc(CN2CCN(C(=O)c3ccc(C)s3)CC2)cn1	0	-2
O=C(O)c1ccc(CN2CCN(c3ccc([N+](=O)[O-])cc3)CC2)cc1	6	2
CSc1cc(-c2nccs2)nn1C(C)=O	/	-4
CC(C)(C)c1cc(C(=O)Nc2ccc(C#N)cc2)nc2ccnn12	-14	-2

Some of these compounds in order of SMILES length, high to low:
SMILES	mHTT-CaM PPI inh	Pf apPOL block
COC(=O)c1ccc(Oc2coc3c(CN4CCCCC4C)c(O)ccc3c2=O)cc1 (stereo unspecified)	-2	-5
CN(C)C=Nc1nnc(SCc2ccc(C(=O)Oc3ccc(F)cc3F)cc2)s1	/	-8&7
CC(C)(Oc1ccc(Cl)cc1)C(=O)N1CCN(c2ccccn2)CC1	-5&0	-5&3
CC(=Nc1ccc(N=Nc2ccccc2)cc1)N(C)C	13	/

Pulled by compound from the list above (seven):
SMILES	mHTT-CaM PPI inh	Pf apPOL block
COC(=O)c1ccc(Oc2coc3c(CN4CCCCC4C)c(O)ccc3c2=O)cc1 (stereo unspecified)	-2	-5
Nc1ccc(N2C(=O)c3ccccc3C2=O)c(Cl)c1	/	12
COc1ccc(CN2CCN(C(=O)c3ccc(C)s3)CC2)cn1	0	-2
COc1ccc(OC)c(NC(=O)c2cnc(N3CCN(c4ccccn4)CC3)c3ccccc23)c1	26	-5
COc1ccccc1OC(C)C(=O)Nc1ccc([N+](=O)[O-])cc1C (stereo unspecified)	-3	-5
Cc1cc(C)cc(C(=O)N2CCC3(CC2)NC(=O)c2cccc(Cl)c2N3)c1	2	6
Oc1ccccc1C1CC(c2cccs2)=NC(c2ccc(F)cc2)N1 (stereo unspecified)	6	-6

(next part)
SMILES	mHTT-CaM PPI inh	Pf apPOL block
Cc1ccc2c(C)cc(Cl)nc2c1C	-22	/
CCOc1ccccc1NC(=O)CN1CCC2(CC1)N=C(c1ccc(F)cc1)C(=O)N2	-2	0
Cn1c(=N)n(CC(=O)NC2C3CC4CC(C3)CC2C4)c2ccccc21 (stereo unspecified)	3	-9
O=C(COc1ccc(F)cc1)N1CCCCC1c1nncn1CC1CC1 (stereo unspecified)	-1	0
Cc1ccccc1NC(=O)Cn1nc(N2CCSCC2)c2ccccc2c1=O	-4	1
Cc1cccc(C(=O)N2CCc3c(c(-c4nc(C)no4)nn3C)C2)c1	0	-4
O=C1CN(Cc2ccccc2)C(=O)C(Cc2ccccc2)N1 (stereo unspecified)	-3	-5
CC1=C(C(=O)NCc2ccc(OC(C)C)cc2)C2(CCCCC2)OC1=O	-11	5
COc1ccccc1/C=C1\SC(=O)N(Cc2ccc(Cl)cc2)C1=O	2	0
Fc1ccc(CN2CCCCC2c2nncn2CC2CC2)cc1F (stereo unspecified)	5	-4
Cc1cc(C)c(S(=O)(=O)N2CCC(c3cc(N)on3)CC2)cc1C	5	-1
COc1ccc(C2C(C#N)=C(N)N(c3ncn[nH]3)C3=C2C(=O)CC(C)(C)C3)c(OC)c1 (stereo unspecified)	4	-4
COc1ccc(-c2cc(-c3ccccc3)nc(SCC(N)=O)c2C#N)cc1	-2	0
Cc1ccc2oc(-c3ccc(NC(=O)Cc4cccs4)cc3)nc2c1	-2	-13
CC(C)(C)C(=O)N1CCC(CCOCc2ccccc2F)CC1	-12	-3
Fc1ccc(CSc2ncnc3nc[nH]c23)cc1	-1	-2
COc1ccc(NC(=O)CCCn2nc([N+](=O)[O-])c(Cl)c2C)cc1	4	-3
c1ccc2c(N3CCOCC3)nc(N3CCCCC3)nc2c1	-21	-6
O=C1CNC(=S)N1CCc1cnc[nH]1	/	-6
Cc1ccc(NC(=O)c2oc3ccc(S(=O)(=O)N4CCCCC4)cc3c2C)cc1Cl	-10	-4
COc1ccc(Cl)cc1C(=O)N1CC2CC1CC2NC(=O)c1cccs1 (stereo unspecified)	4	-4
CCc1ccc(-n2cnc3cc(C(=O)NCCN4CCOCC4)ccc32)cc1	11	30
c1ccc(-c2noc(CSc3nccn3-c3ccccc3)n2)cc1	15	-1
CC(C)C(=O)N1CCN(c2nc3c(s2)CC(C(=O)NCCc2cccs2)CC3)CC1 (stereo unspecified)	15	-5
COc1ccc(CN2CCc3nc(N4CCN(c5ccc(OC)cc5)CC4)ncc3C2)cc1	30	-2
Remaining list, next part:
SMILES	mHTT-CaM PPI inh	Pf apPOL block
O=C(Nc1ccc2c(c1)OCCO2)N1CCCC1c1ccc(Cl)cc1 (stereo unspecified)	10	-3
C=CCN1C(=O)C(C)NC12CCN(C(=O)C1CCC1)CC2 (stereo unspecified)	-1	-5
CCN1CCN(Cc2c(C)[nH]c3c(C)cc(C)cc3c2=O)CC1	2	-8
COc1ccc(C)cc1NS(=O)(=O)c1ccc(OC)c(OC)c1	-2	8
COC(=O)c1noc(C)c1C(=O)C=CN1CCCCC1	/	14
O=C(O)C1CCC(C(=O)O)(c2ccccc2)c2ccccc21 (stereo unspecified)	/	-7
Cc1cc(/C=C2\C(=O)NC(=O)N(c3ccccc3)C2=O)c(C)n1-c1ccccc1	4	-13
O=C(CN1N=C(c2ccc(Cl)cc2)CCC1=O)NC1CCCCCCC1	40	-13
CC(C)C(=O)NCCc1csc(C2CCCN(C(=O)C3CC3)C2)n1 (stereo unspecified)	-3	-5
CCOc1ccccc1CN1CCCC1c1cc(C(C)C)on1 (stereo unspecified)	-18	6
C#Cc1cccc(N=Cc2cc(Br)cc(OC)c2O)c1	/	-5
Cc1cc(NC(=O)CN(C)c2nc3c(F)cccc3s2)no1	-9	-7
O=C(O)c1cc(N2C(=O)C3C4C=CC(CO)(O4)C3C2=O)ccc1Cl (stereo unspecified)	-7	2
CCOc1cc2c(cc1OCC)C1CC(=O)N(c3ccc4c(c3)OCO4)C(=O)N1CC2 (stereo unspecified)	12	0
CC1(C)C2CCC1(CS(=O)(=O)Nc1cccc(F)c1)C(=O)C2 (stereo unspecified)	-6	-3
O=C(Nc1cccc(N2CCCN(Cc3cc(F)ccc3F)C2=O)c1)C1CCCC1	5	0
O=C(C1CCN(c2ccncc2)CC1)N1CCN(c2cccc(C(F)(F)F)c2)CC1	7	1
Cc1ccc(CNC(=O)C2CCN(c3cnc4nccnc4c3)CC2)cc1	7	-5
COc1ccccc1C(=O)Nc1cnc(N2CCCCC2)nc1	8	-3
COc1ccc(N=CC2=C(Cl)c3cc(F)ccc3OC2)cc1	/	4
CC(C)(C)C1CCC2(CC1)NC(=O)N(CC(=O)N1CCCCC1)C2=O (stereo unspecified)	1	18
O=c1c2c(nc3cc[nH]n13)CN(S(=O)(=O)c1ccccc1Cl)CC2	-3	4
O=C(NC1CC2CC1N(S(=O)(=O)c1cc(F)cc(F)c1)C2)c1cccs1 (stereo unspecified)	4	-1
CCOc1ccc(-n2ccn3cc(-c4ccc(Cl)cc4)nc3c2=O)cc1	-7	-1
COC(=O)c1c(O)ccc2c1CCCC2	-8	-6

Whole records as entered above.
COc1ccc(-c2cc(-c3ccccc3)nc(SCC(N)=O)c2C#N)cc1 as listed: mHTT-CaM PPI inh: -2; Pf apPOL block: 0
CSc1ccccc1C(=O)NCCOc1cccc(C)c1 as listed: mHTT-CaM PPI inh: -6; Pf apPOL block: -1

New compounds follow:
SMILES	mHTT-CaM PPI inh	Pf apPOL block
COc1ccc(CCNC(=O)c2ccc(N3CCOCC3)c([N+](=O)[O-])c2)cc1OC	2	2
CCOC(=O)C(C#N)=Cc1ccc([N+](=O)[O-])o1	/	-5
CCOC(=O)c1sc(SCc2ccccc2)c(S(=O)(=O)C(C)C)c1-n1cccc1	/	5
O=C1c2ccccc2C(=O)c2c(NC(=O)C(F)(F)F)ccc(Cl)c21	17	7
COc1cc(OC)cc(C(=O)N2CCC3(CC2)Nc2cccnc2NC3=NC(C)(C)C)c1	12	-5
COc1cccc2c1OC1(CCCCC1)N1N=C(c3cccs3)CC21 (stereo unspecified)	43	-24
Cc1ccc(NC(=O)N2CCc3nc(C)ncc3C2)cc1	0	1
COc1ccc(C(NC(C)=O)c2ccc3cccnc3c2O)cc1OC (stereo unspecified)	100*	-24
CCOC(=O)CCC(=O)N1CCC(Oc2nc3c(C)ccc(C)c3s2)CC1	28	-11
CC(=O)c1sc(SCc2ccc(Cl)cc2)c2c1CC(C)(C)CC2=O	/	-11&-9
COc1ccc(OC)c(NC(=O)c2sc3nc(-c4ccccc4)cn3c2C)c1	1	-2
C#CCOC(=O)CSc1nc2ccccc2s1	-18	-2
Cc1nn(-c2ccc(C(=O)NC3CCCCCC3)cc2)c2c1C(=O)CCC2	14	-2
CC(NC(=O)C(c1ccccc1)c1ccccc1)C(=O)Nc1ccc(Cl)cc1 (stereo unspecified)	1	0
Cc1ccc(C(=O)N2CCN(c3ccc(C)c(F)c3)C(=O)C2C)cc1 (stereo unspecified)	-7	-2
COCCN(CCOC)Cc1c(O)ccc2c3c(c(=O)oc12)CCC3	0	-6
CC(=O)Nc1ccc(C(=O)NCCNC(=O)NC(C)(C)C)cc1	-5	0
Fc1ccc(C2Nc3c(F)cccc3C3C=CCC32)cc1 (stereo unspecified)	57*	-6
COc1ccc(C)cc1NC(=O)N1CCCC2(C1)Nc1ccccc1NC2=NC(C)(C)C (stereo unspecified)	72*	0
Cc1ccc2cc(F)ccc2c1	/	-20
Cc1c(C(=O)N2CCCC2)oc2ccc(S(=O)(=O)N3CCC4(CC3)OCCO4)cc12	0	-9
O=C(NCCc1ccsc1)C(=O)NCC(F)(F)F	-15	-5
Cn1c(=O)c2c3c(sc2n2c(SCC(N)=O)nnc12)COC(C)(C)C3	-6	-4

Source: PubChem (University of Kansas High Throughput Screening Laboratory)
